Compound activity as filed in PubChem BioAssay.
Mcl-1 Bim block – human Bim-Mcl-1 interaction inhibition; Q07820; Bead-based flow cytometry, Bim peptide-Mcl-1 binding; inhibition, % at 10 µM; 0.1% of 190,000 active; AID 1009;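 note: 0% = no compound tracer wells and 100% = peptide blocker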
Target sequence (Q07820 whole entry, looked up): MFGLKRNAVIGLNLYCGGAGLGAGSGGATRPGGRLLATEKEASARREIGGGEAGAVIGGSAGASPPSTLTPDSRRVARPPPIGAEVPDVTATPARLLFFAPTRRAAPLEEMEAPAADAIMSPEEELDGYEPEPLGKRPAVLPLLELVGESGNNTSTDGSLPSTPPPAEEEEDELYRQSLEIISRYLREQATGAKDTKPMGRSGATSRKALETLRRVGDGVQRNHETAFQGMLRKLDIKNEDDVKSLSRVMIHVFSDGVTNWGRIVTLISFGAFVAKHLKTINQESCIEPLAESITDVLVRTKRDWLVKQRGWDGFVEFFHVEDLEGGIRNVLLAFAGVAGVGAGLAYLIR
Mcl1-Bid inh – disrupts binding of human Mcl-1 to Bid peptide; 0.97% of 220,000 active; inhibition, % at 21.7 µM; Q07820; AID 1021; TR-FRET Mcl-1/Bid-Dy647 peptide binding, 1536-well;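 active = compounds that cut the binding signal by more than half at the single screening dose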;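 note: His-tagged Mcl-1 with europium anti-His antibody binding Bid BH3 peptide; 0% = Mcl-1 plus peptide wells and 100% = peptide-only wells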
RGS4-Gao reg – modulates binding of RGS4 to human Galphao; P09471; Multiplexed bead flow cytometry; actives lie on both sides; binding response (% of control), % at 10 µM; 0.33% of 220,000 active; in the data active = binding response below about 49% or above about 150%; inactive = in between;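 note: fluorescent Galphao activated with aluminum fluoride binding bead-coupled RGS4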
Bim-Bcl-B – human Bim-Bcl-B interaction inhibition; AID 951; inhibition, % at 10 µM; 0.073% of 190,000 active; bead-based flow cytometry, Bim peptide-Bcl-B binding; Q9HD36;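 note: 0% = tracer peptide without compound and 100% = reference inhibitor peptide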
Target sequence (Q9HD36 whole entry, looked up): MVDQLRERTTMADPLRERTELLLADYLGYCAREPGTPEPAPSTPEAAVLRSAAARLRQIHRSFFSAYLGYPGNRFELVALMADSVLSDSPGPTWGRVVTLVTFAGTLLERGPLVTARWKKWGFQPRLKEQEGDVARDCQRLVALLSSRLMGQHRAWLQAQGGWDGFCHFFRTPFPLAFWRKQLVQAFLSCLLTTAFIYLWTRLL
Bim-Bcl-XL – disrupts Bim peptide binding to human Bcl-XL. Q07817. bead flow cytometry, fluorescence. inhibition, % at 10 µM. 0.04% of 190,000 active. AID 1007
Target sequence (Q07817 whole entry, looked up): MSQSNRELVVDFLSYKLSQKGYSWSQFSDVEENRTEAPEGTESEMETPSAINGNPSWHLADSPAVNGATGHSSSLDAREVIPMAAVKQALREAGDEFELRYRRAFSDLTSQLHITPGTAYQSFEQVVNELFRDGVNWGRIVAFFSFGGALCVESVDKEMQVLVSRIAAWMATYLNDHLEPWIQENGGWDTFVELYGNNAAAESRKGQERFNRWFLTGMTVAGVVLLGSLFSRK
Bim-Bcl-W – inhibitors of Bim-Bcl-W interaction, human; Q92843; bead-based flow cytometry, Bim peptide-Bcl-W binding; inhibition, % at 10 µM; 0.02% of 190,000 active;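 note: 0% = bound tracer without compound and 100% = peptide blocker; higher means less fluorescent Bim peptide bound to Bcl-W beads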
Bim-Bfl-1 – inhibitors of Bim-Bfl-1 interaction, human. Bead-based flow cytometry, Bim-Bfl-1 binding inhibition. inhibition, % at 10 µM. Q16548. 0.12% of 190,000 active. AID 1008;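 note: 0% = wells without compound plus tracer and 100% = blocker peptide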
RGS7-Gao reg – regulators of human RGS7-Galphao interaction | P09471 | Multiplexed bead flow cytometry, RGS7-Galphao binding; actives lie on both sides | binding response (% of control), % at 10 µM | 0.35% of 220,000 active; in the data active = binding response below about 49% or above about 150%; inconclusive = no clear call, values can overlap the other calls; inactive = in between;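 note: fluorescent Galphao held in activated GDP-AlF4 state binding bead-coupled RGS7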
Bcl-2 Bim block – disrupts Bim peptide binding to human Bcl-2 | AID 950 | inhibition, % at 10 µM | Bead-based flow cytometry, Bim peptide-Bcl-2 binding | P10415 | 0.06% of 190,000 active; in the data active = inhibition above about 40%; inconclusive = no clear call, values can overlap the other calls;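 note: 0% = no compound wells with probe peptide and 100% = reference peptide inhibitor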
Target sequence (P10415 whole entry, looked up): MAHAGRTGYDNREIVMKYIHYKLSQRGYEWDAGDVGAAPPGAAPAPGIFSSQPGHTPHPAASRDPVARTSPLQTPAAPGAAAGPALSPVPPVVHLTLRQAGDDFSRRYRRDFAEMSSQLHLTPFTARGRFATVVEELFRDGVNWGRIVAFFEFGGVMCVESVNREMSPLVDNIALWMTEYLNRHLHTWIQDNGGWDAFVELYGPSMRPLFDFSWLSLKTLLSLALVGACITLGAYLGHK
RGS8-Gao reg – regulators of human RGS8-Galphao interaction; P09471; multiplexed bead flow cytometry, RGS8-Galphao binding; actives lie on both sides; response (percent of control binding), % at 10 µM; 0.34% of 220,000 active; in the data active = response below about 60% or above about 140%; inactive = in between;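 note: Galphao activated as the GDP aluminium fluoride complex binding bead-coupled RGS8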
Mcl1 Noxa PPI – disrupts binding of human Mcl-1 to Noxa peptide; inhibition, % at 21.7 µM; TR-FRET Mcl-1/Noxa peptide binding, 2 h; 1.5% of 220,000 active; AID 1022; Q07820;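 active = compounds that cut the protein-peptide binding signal by more than 50% relative to plate controls in a single-dose test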;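 note: His-tagged Mcl-1 with rhodamine Noxa BH3 peptide and terbium anti-His antibody; 0% = Mcl-1 plus Noxa peptide wells and 100% = peptide-only wells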
* marks the source's active call; other numbers are inactive results; ? = inconclusive; nt = not tested or not shown. Cut-off read from the data, not from the text of the source, unless noted: active = inhibition above about 40%.

Mcl-1 Bim block	Mcl1-Bid inh	RGS4-Gao reg	Bim-Bcl-B	Bim-Bcl-XL	Bim-Bcl-W	Bim-Bfl-1	RGS7-Gao reg	Bcl-2 Bim block	SMILES	RGS8-Gao reg	Mcl1 Noxa PPI
-1	19	97	-1	-2	1	-7	?	-2	CNCCCCOc1ccc(C(C)(C)C)cc1Cl	100	25
0	-6	101	-2	0	-1	-8	101	-2	COc1ccccc1NC(=O)CN(Cc1ccco1)C(=O)c1cc2ccccc2o1	104	4
-2	-6	102	0	0	4	1	92	-1	CC(C)N1CCC(N2CCN(Cc3ccc(-c4ccc(Cl)cc4)o3)CC2CCO)CC1 (centres undefined)	98	36
0	13	103	-2	-1	-1	-1	100	0	CC1=C(C(=O)OCc2ccccc2)C(c2ccc(Cl)cc2Cl)NC(=O)N1CCCCCC(=O)O (centres undefined)	103	-9
2	-62	95	-7	8	0	-7	95	-4	CCn1c(CS(=O)Cc2ccc(Cl)cc2Cl)nnc1SCc1c(Cl)cccc1Cl (centres undefined)	94	-16
0	-7	97	0	-2	0	-2	95	1	COc1ccnc(Nc2cccc(C)c2)c1C#N	101	1
0	-1	102	0	0	1	0	98	-5	CCOC(=O)C(NC=O)(NC(C)(C)C)C(=O)OCC	98	13
1	-5	99	-4	0	0	-1	98	-3	O=C(CCN1C(=O)COc2ccccc21)NCCN1CCOCC1	99	25
-3	2	106	0	-1	-3	0	106	-8	O=C(c1ccco1)n1nc(-c2ccccc2)nc1SCc1ccccc1	105	-8
-5	0	102	-11	-11	-2	-15	102	-7	O=C(c1ccccc1)c1ncc(C(F)(F)F)cc1Cl	102	13
-2	-12	103	-2	-1	0	-2	102	0	COC(=O)CN1C(=O)N/C(=C/c2ccccc2OC)C1=O	104	3
1	-18	94	-4	0	-2	-4	97	0	c1ccc(CCC2CCCCN2Cc2nc(C3CC3)no2)cc1 (centres undefined)	96	-2
0	-6	101	-4	0	-1	0	106	-1	Cc1sc2ncnc(NC3CCN(Cc4ccccc4)CC3)c2c1C	101	9
0	-34	102	0	1	0	0	?	0	COc1ccccc1NS(=O)(=O)c1cc(NC(=O)CCC2CCCC2)ccc1N1CCOCC1	100	-4
51*	-258	101	-8	-22	0	-10	100	-7	Cc1[nH]n(C(N)=S)c(=O)c1N=Nc1ccc(S(=O)(=O)N2CCCCCC2)cc1	101	-26
-2	10	96	-5	-4	0	0	97	3	O=c1nc(-c2ccccc2)n(-c2ccccc2)[nH]1	76	15
nt	-4	107	nt	nt	nt	nt	?	nt	COc1ccc2nc3cc(Cl)ccc3c(C#N)c2c1	102	16
0	-16	98	3	0	0	0	103	1	N#Cc1ccc(NC(=O)CN2C(=O)NC(Cc3ccccc3)C2=O)cc1 (centres undefined)	100	5
12	-30	101	0	4	9	-3	97	0	COc1ccccc1Nc1nc(N)nc(CSc2nccn2C)n1	104	-15
-2	-12	102	-7	-3	2	-10	115	-9	O=C(CN(C(=O)CSc1nnc(COc2ccccc2)o1)c1ccc(F)cc1)NC1CCCC1	103	20
1	-40	97	-1	-3	-2	-5	97	-1	COc1cc(SC)ccc1C(=O)OCC(=O)NCC(C)C	98	10
0	-10	100	2	-3	0	-1	96	0	O=C(CCn1c(=O)[nH]c2ccccc2c1=O)Nc1ccccc1	99	3
-4	-4	100	-11	-10	-4	-12	100	-10	O=C(Nc1ccccc1OC(F)F)c1ccccc1	101	11
-2	-13	100	0	3	3	1	97	1	O=c1[nH]c(SCc2ccccc2Cl)nc2c1CCC2	104	nt
-3	-12	97	-1	-2	-2	0	100	-2	CCc1cccc(N=c2c([N+](=O)[O-])nn(-c3ccc(Cl)cc3)n2O)c1	100	17
0	-12	101	-2	0	-1	-6	99	-5	Cc1ccc(S(=O)(=O)N2CCOCC2)cc1NC(=O)COc1ccc(-c2nnco2)cc1	101	17
0	-6	106	0	0	-1	1	103	-1	COc1ccc2nc3c(cc2c1)c(NC(=O)c1cccs1)nn3CC(C)C	100	10
1	-6	98	-1	2	1	-3	97	-2	COc1ccccc1/C=C/C1C(C(=O)OCC(C)C)=C(C)N=C2SCCC(=O)N21 (centres undefined)	101	25
0	-19	102	-7	-4	-1	-11	95	-7	CCOc1cccc(C(=O)Nc2ccccc2OC(F)F)c1	98	-10
0	-8	99	-4	-2	0	2	95	3	C/C(=N\NC(=O)c1c(Cl)cnn1C)c1cccc(NC(=O)C(C)C)c1	80	1

Reformatted: entries from further up
O=C(CCn1c(=O)[nH]c2ccccc2c1=O)Nc1ccccc1
  Mcl-1 Bim block: 0
  Mcl1-Bid inh: -10
  RGS4-Gao reg: 100
  Bim-Bcl-B: 2
  Bim-Bcl-XL: -3
  Bim-Bcl-W: 0
  Bim-Bfl-1: -1
  RGS7-Gao reg: 96
  Bcl-2 Bim block: 0
  RGS8-Gao reg: 99
  Mcl1 Noxa PPI: 3
O=C(Nc1ccccc1OC(F)F)c1ccccc1
  Mcl-1 Bim block: -4
  Mcl1-Bid inh: -4
  RGS4-Gao reg: 100
  Bim-Bcl-B: -11
  Bim-Bcl-XL: -10
  Bim-Bcl-W: -4
  Bim-Bfl-1: -12
  RGS7-Gao reg: 100
  Bcl-2 Bim block: -10
  RGS8-Gao reg: 101
  Mcl1 Noxa PPI: 11

(list continues)
Mcl-1 Bim block	Mcl1-Bid inh	RGS4-Gao reg	Bim-Bcl-B	Bim-Bcl-XL	Bim-Bcl-W	Bim-Bfl-1	RGS7-Gao reg	Bcl-2 Bim block	SMILES	RGS8-Gao reg	Mcl1 Noxa PPI
0	-1	86	2	0	-1	1	85	2	C=CCNC(=O)CNS(=O)(=O)c1ccc(F)cc1	79	8
1	-16	98	-3	-1	-3	-6	96	-5	COC(=O)Nc1[nH]ncc1[N+](=O)[O-]	101	-12
-2	-19	99	-7	-7	0	-15	97	-17	COc1ccccc1C(=O)NC(CCSC)C(=O)OCC(=O)NC(=O)NCc1ccco1 (centres undefined)	98	23
-5	14	99	-38	-1	-2	4	116	-3	Cc1cnc(SCCc2ccncc2)nc1C	95	27
0	-12	103	-6	-2	-3	-12	103	-4	Fc1ccc2c(c1)C(c1ccncc1)=NNC(c1ccc(Br)cc1)=N2	104	19
-1	-3	97	-3	2	-2	-1	99	-1	CC(=O)NC(Cc1ccccc1)C(=O)N1CCN(C(=O)c2ccco2)CC1 (centres undefined)	101	9
0	-14	99	-5	-3	0	-12	97	-8	CCOCCCNC(=O)C1CCCN(S(=O)(=O)CC)C1 (centres undefined)	97	0
0	-6	102	-8	-5	-1	-10	98	-5	COCCCN1C(=O)c2[nH]nc(-c3ccccc3O)c2C1c1ccc(Cl)cc1 (centres undefined)	101	20
0	6	106	-2	-3	-1	-2	100	0	CCC(CC)C(=O)Nc1cccc(C(=O)c2ccccc2)c1	102	15
1	-36	92	-3	-1	-2	-2	94	-4	CCCCC(=O)NC(Nc1nc(C2CC2)cs1)(C(=O)OCC)C(F)(F)F (centres undefined)	98	-9
nt	-7	110	nt	nt	nt	nt	?	nt	Cc1cccc(Nc2c([N+](=O)[O-])c(=O)oc3ccccc23)c1	106	9
2	-17	108	-5	-1	3	-14	109	-7	COCCCNC(=O)C1CC(=O)N(CCc2ccccc2)C1 (centres undefined)	100	12
-3	-18	100	-4	-1	0	1	97	-1	COCCC(=O)NC12CC3CC(CC(C3)C1)C2	95	-17
-1	-13	94	-5	-3	-1	0	93	-2	Cc1ccc(S(=O)(=O)c2cccc(S(=O)(=O)N3CCOCC3)c2)cc1S(=O)(=O)N1CCOCC1	98	14
nt	-43	100	nt	nt	nt	nt	?	nt	O=C(Nc1cc(S(=O)(=O)N2CCCCC2)ccc1N1CCCCC1)C1CC1	99	-16
0	12	105	-6	-4	-4	-19	102	-10	COC(=O)Cc1cc(=O)oc2cc(OC)ccc12	101	13
1	-19	nt	-4	-6	-3	0	nt	-13	CCC(=O)NC(Nc1sc2c(c1C(=O)OC)CCN(C)C2)(C(F)(F)F)C(F)(F)F	nt	5
-1	-39	96	0	-5	4	-6	95	-4	Cc1ccc(O)c(N=CC2=C(O)c3ccccc3C2=O)c1	94	63*
-2	3	105	-8	-4	-2	-12	102	-9	Cn1c(CCNC(=O)c2cccs2)nnc1SCC(=O)Nc1nc(-c2ccccc2)cs1	105	-3
0	3	103	-4	-4	-2	-11	103	-4	COC(=O)C1CC(Cl)CN1c1ncc(C(F)(F)F)cc1Cl (centres undefined)	105	13
-1	-4	101	-6	-8	1	-9	103	-7	O=C(NC12CC3CC(CC(C3)C1)C2)N1CCN(c2ccccn2)CC1	103	-6
-1	30	102	-3	0	-2	0	103	-2	CC(C)(C)c1cccc(Oc2nn[nH]n2)c1	102	-9
1	-14	97	-2	-3	1	-7	99	-3	CC1CCCCN1S(=O)(=O)c1cccc2cccnc12 (centres undefined)	100	-8
0	-39	102	-5	-4	-1	-6	93	-4	CN(C)Cc1c(O)ccc2[nH]cnc12	100	31
-2	-8	107	-5	-4	-3	-7	109	-1	CCOc1ccc(-n2c(=O)c3c4c(sc3n(CC(=O)NCC3CCCO3)c2=O)CCC4)cc1 (centres undefined)	109	3
-1	-25	104	0	0	0	-5	106	-2	O=C(Cc1c(Cl)cccc1Cl)NC1=NCCS1	106	-12
nt	-12	58	nt	nt	nt	nt	nt	nt	CN(C)c1cccc(/C=C(\C#N)c2ccccc2)c1	81	-11
1	3	100	0	-3	0	0	99	2	Cc1cccc(NC(=O)CSc2nc(-c3ccccc3)c(C#N)c(=O)[nH]2)c1C	97	12
-4	7	106	-1	-4	-3	7	105	-4	CCNC(=O)C(Sc1ccccc1)c1ccccc1 (centres undefined)	130	10
nt	14	103	nt	nt	nt	nt	?	nt	C/C(=N\NC(=O)c1cc(-c2cccc([N+](=O)[O-])c2)n[nH]1)c1ccc(F)cc1	101	42
-6	-17	100	-6	-12	-8	-3	104	-1	CCc1nccn1-c1cc(C(C)(C)C)nc2c(-c3ccc(Cl)cc3)cnn12	102	5
1	-12	97	2	-4	1	-4	111	1	Cc1nnc(SCC(=O)Nc2ccccc2)n(N)c1=O	97	10
0	-42	98	1	-3	-3	5	97	0	CCn1c(SCC(=O)C(C)(C)C)nnc1-c1cccnc1	96	nt
-4	-10	101	-7	-6	0	-12	101	-10	CCC(=O)n1nc(NCc2ccccc2OC)nc1NCc1ccccc1OC	102	-2
nt	-9	105	nt	nt	nt	nt	?	nt	Cc1ccc(S(=O)(=O)C2(S(=O)(=O)c3ccc(C)cc3)CC2)cc1	102	-33
0	12	102	-8	-6	0	-12	105	-10	Cc1cn(S(=O)(=O)c2ccc(Br)c3ccccc23)cn1	103	7
nt	6	93	nt	nt	nt	nt	?	nt	Cn1nc(C(F)(F)F)c(-c2ccc(Br)cc2)c1NC(=O)c1ccco1	98	0
-1	-12	92	-11	-3	-3	-10	99	-9	CC1Cc2nc(SCC(=O)Nc3ccc4c(c3)OCO4)n(Cc3ccccc3)c(=O)c2S1 (centres undefined)	98	6
-5	-15	100	-5	-2	-4	-5	98	-3	CC(C)=CCN1CCN(Cc2nc(-c3ccccc3)cs2)CC1CCO (centres undefined)	102	8
nt	27	101	nt	nt	nt	nt	98	nt	COC(=O)[C@H](C)NC(=O)Nc1cccc(C(F)(F)F)c1	102	-10
0	-25	99	-6	-1	2	-9	99	-9	CCn1c(SCC(=O)NCc2ccccc2)nc2ccccc2c1=O	102	2
0	-32	101	0	-1	-1	-3	?	0	Cc1cc(C(C)C)n2c(nc3ccccc32)c1C#N	102	12
